High-throughput results from PubChem BioAssay.
All columns: NCI-60 one-dose screen, growth in % after 48 h at 10 µM unless noted; 100 = growth as untreated, 0 = no growth, -100 = all killed.
RPMI-8226 = RPMI-8226 leukemia cells | 77,000 tested, 7.5% active
CCRF-CEM = CCRF-CEM leukemia | 77,000 tested, 7% active
HOP-62 = HOP-62 NSCLC; AID 1794735; 80,000 tested, 3.9% active
MOLT-4 = MOLT-4 leukemia cells; 80,000 tested, 6.9% active; AID 1794779
SR = SR leukemia cells | 73,000 tested, 8.7% active | AID 1794780
MDA-MB-435 = MDA-MB-435 melanoma; AID 1794794; 82,000 tested, 7.8% active
K-562 = K-562 leukemia; 78,000 tested, 7.4% active; AID 1794777
MDA-MB-468 = MDA-MB-468 breast cancer; AID 2202374; 78,000 tested, 8.5% active
* hit, by the source's call; . = no result given; & = joins results of further samples. Rule for the calls: active = growth percent below 10; inactive = the rest. This is a subset; rates above refer to the full screens.

SMILES	RPMI-8226	CCRF-CEM	HOP-62	MOLT-4	SR	MDA-MB-435	K-562	MDA-MB-468
COc1ccc(C2=NN(C(C)=O)C(c3sc(N(CCCl)CCCl)nc3Cl)C2)cc1 (stereo not given)	.	90.4	80.7	67.0	80.2	92.1	73.7	91.2
C[N+](C)(C)c1ccccc1	.	97.1	99.5	97.1	100.5	110.7	103.7	106.0
COc1cc2cc(C(=O)N3C[C@@H](CCl)c4c3cc(OC(=O)N3CCN(C(=O)CCC(=O)N5CCN(C)CC5)[C@@H]5CSSC[C@@H]53)c3ccccc43)[nH]c2c(OC)c1OC	6.1*	25.2	-55.3*	0.4*	-12.9*	3.1*	-17.8*	-91.5*
C=CCC1(C(C)C)C(=O)NC(=S)NC1=O	95.4&102.1	100.8&96.4	105.0&97.5	98.2&110.2	84.9&100.6	100.4&91.6	100.9&102.4	92.1&96.6
O=c1[nH]c2ccccc2o1	98.5	93.0	101.2	93.9	81.0	106.0	91.6	81.8
Nc1nc(=S)nc(N)[nH]1	.	.	89.0	90.4	71.3	104.5	102.6	99.3
COc1ccc(N(CC(=O)NCCC[Te]c2ccccc2)C(=O)c2ccccc2)cc1	22.5	15.1	15.8	17.9	10.3	101.1	56.1	97.2
CCOC(=O)[C@@H](C)C[C@H](Cc1ccccc1)NC(=O)c1csc([C@@H](C[C@H](C(C)C)N(C)C(=O)[C@@H](NC(=O)[C@H]2C[C@H](O)CCN2C)C(C)C)OC(C)=O)n1	5.8*	4.7*	10.7	11.9	5.6*	-40.9*	6.8*	21.8
C=C1C(=O)O[C@@H]2C[C@@H](C)[C@@H]3C=CC(=O)[C@@]3(C)[C@@H](O)[C@H]12	-52.3*	-42.4*	-44.6*	-48.5*	-11.7*	-88.2*	-56.9*	.
CCOC(=O)C12C(=O)OC3(C)Oc4ccc([N+](=O)[O-])cc4C1C32 (stereo not given)	105.8	100.4	100.5	102.1	102.8	98.7	94.2	100.7
N#CC(C#N)=NNc1ccccc1	80.2	97.4	71.3	59.6	65.4	96.6	67.8	74.9
O=Cc1ccc(S(=O)(=O)F)cc1	96.9	94.9	105.2	100.6	99.9	95.6	101.8	.
COc1ccc(OC)c(/C=C/C(=O)c2nc3ccccc3n2Cc2ccc(Br)cc2)c1	68.4	46.1	91.2	56.5	51.8	96.2	65.8	93.8
CC(C)(C)NCC(O)c1ccccc1Cl (stereo not given)	6.2*	10.5	29.3	31.6	.	-52.5*	17.5	-12.6*
COc1ccc(C2C=C(C)Oc3c2c(=O)oc2ccccc32)cc1OC (stereo not given)	81.5	93.2	101.6	95.1	102.2	106.9	98.5	.
COc1ccc(NC(=O)N2CC2)cc1	109.1	111.4	120.0	93.0	.	110.7	91.0	107.0
O=[N+]([O-])c1cc(Cl)cc(Cl)c1	97.2	114.1	104.9	108.5	113.5	103.9	108.5	96.3
Cc1cccc(-c2nc3c(s2)CC[C@@]2(C)C3=CC[C@H]3[C@@H]4CC[C@H](O)[C@@]4(C)CC[C@@H]32)c1	29.7	73.5	92.2	69.2	63.3	88.9	47.7	88.5
CCCCOP(=O)(N1CC1)N1CC1	104.2	.	99.4	92.7	79.8	107.4	100.9	109.2
COc1cc(C)c(OC)c2c1CCN(C)C2	106.3	114.2	88.6	94.7	93.0	98.7	107.7	100.0
CC/C(=C\c1ccc(Cl)cc1)[N+](=O)[O-]	19.1	77.7	98.1	101.3	42.6	87.0	63.0	87.9
Cc1c(O)c(CN(CC(C)Cl)CC(C)Cl)cc(CN(CC(C)Cl)CC(C)Cl)c1O (stereo not given)	94.9	77.9	99.8	89.4	78.0	91.3	99.8	102.6
N#Cc1cnccn1	98.5	.	99.7	108.6	.	100.3	119.4	107.4
O=C(O)C(O)(c1ccccc1)c1cccc2ccccc12 (stereo not given)	108.3	103.9	95.6	105.2	106.1	101.6	112.2	108.4
CCOC(=O)N1CC1	91.2	.	99.8	.	-20.9*	97.1	.	92.5
Cc1ccc(OP2(=O)Nc3cc(C)c(C)cc3S2)cc1 (stereo not given)	101.3	90.8	132.4	92.9	97.6	110.5	100.4	121.7
CCOC(=O)C(CCC(=O)O)NC(=O)OCc1ccccc1 (stereo not given)	123.5	120.2	97.5	108.7	102.9	103.0	120.0	113.2
Cc1ccccc1NC(=O)CBr	108.7	87.0	.	107.2	95.6	103.2	98.1	109.2
N#CC(C#N)=Cc1ccco1	99.8	102.0	113.6	89.1	92.3	111.0	107.1	105.0
NC(=O)CCC(NC(=O)CF)C(=O)O (stereo not given)	103.1	.	108.4	96.4	92.0	111.3	96.0	103.0
CCOP(=O)(OCC)Oc1ccc(Sc2ccc(OP(=O)(OCC)OCC)cc2)cc1	90.0	86.3	93.2	93.8	94.2	96.8	102.2	107.4
CCCCOP(=S)(OCCCC)SC1(SC)SSC=C1CC(C)(C)C (stereo not given)	108.7	110.2	107.2	103.7	.	105.7	103.4	110.5
O=C1NC(=S)NC(=O)C1=Cc1c(Cl)cccc1Cl	88.9	74.6	123.8	129.2	12.2	105.9	73.1	117.1
O=c1c2ccccc2c2c3n1CC(O)CNC3CCC2 (stereo not given)	106.1	101.8	94.3	104.0	95.5	97.1	105.0	103.1
OCCSSCCO	99.9	.	105.6	97.1	95.4	99.7	105.1	101.9
S=P(SP(=S)(c1ccccc1)c1ccccc1)(c1ccccc1)c1ccccc1	87.7	-61.3*	110.8	98.3	93.7	97.5	97.0	101.3

Entries of single compounds from above. Screens in order: RPMI-8226	CCRF-CEM	HOP-62	MOLT-4	SR	MDA-MB-435	K-562	MDA-MB-468
OCCSSCCO across the screens: 99.9	.	105.6	97.1	95.4	99.7	105.1	101.9
CCCCOP(=S)(OCCCC)SC1(SC)SSC=C1CC(C)(C)C (stereo not given) across the screens: 108.7	110.2	107.2	103.7	.	105.7	103.4	110.5

The list continues.
SMILES	RPMI-8226	CCRF-CEM	HOP-62	MOLT-4	SR	MDA-MB-435	K-562	MDA-MB-468
O=C(Nc1ccc(S(=O)(=O)F)cc1)Oc1ccccc1	92.3	88.1	93.3	108.7	99.9	99.9	100.4	97.6
C/C(=C\c1ccn(-c2ccc(N)cc2F)n1)[C@@H]1C[C@@H]2O[C@]2(C)CCC[C@H](C)[C@H](O)[C@@H](C)C(=O)C(C)(C)[C@@H](O)CC(=O)O1	7.6*	12.9	36.4	10.6	13.8	-30.0*	11.8	8.6*
CCOc1cc(C=O)ccc1O	103.8	97.3	92.1	86.1	78.3	104.1	89.4	102.0
COc1ccccc1CC(N)c1ccccc1OC (stereo not given)	96.9	93.8	105.6	109.7	98.5	111.8	101.2	97.1
CC(CN(C)C)c1[nH]nc2ccccc12 (stereo not given)	102.4	100.7	107.7	100.4	116.0	109.7	104.2	94.1
O=C(CCN1CC1)NCO	103.9	107.1	101.5	98.8	82.3	107.5	88.1	99.5
CC(Cl)CN(CC(C)Cl)c1ccc2c(c1)Cc1cc(F)ccc1-2 (stereo not given)	70.9	87.5	87.0	75.0	56.9	104.4	91.5	89.4
CC1=C([Te]c2ccccc2)C(=O)c2ccccc2C1=O	-32.9*	-44.9*	-49.5*	31.4	21.4	-3.4*	14.7	.
NC(=Nc1ccccc1)N[N+](=O)[O-]	104.0	52.1	104.1	89.2	.	118.3	.	92.2
O=[N+]([O-])c1ccc(C(Br)Br)cc1	.	90.1	99.5	84.4	24.5	52.8	62.9	70.8
Cc1cc(C)c(CBr)c(C)c1	100.0	105.8	103.6	96.3	107.4	111.0	106.6	98.9
c1ccc(CC(c2ccccc2)N2CCOCC2)cc1 (stereo not given)	97.3	84.1	94.4	95.3	97.0	105.2	92.6	105.8
CN1CCN(c2ncnc3cc[nH]c23)CC1	106.8	107.9	117.1	94.8	102.3	105.2	97.2	120.3
COC(=O)CCC(=O)c1ccc(Cl)cc1	106.4	106.0	115.1	100.1	106.7	103.6	97.6	111.9
CCN(CCOS(=O)(=O)O)C1c2ccccc2-c2ccccc21	92.2	100.8	93.3	95.9	101.8	101.1	96.4	104.3
CC1(C)COP(=O)(c2ccccc2)N1 (stereo not given)	107.8	98.6	102.1	76.5	.	100.0	102.8	99.7
CCC(=O)C(CC(C)[N+](C)(C)C)(c1ccccc1)c1ccccc1 (stereo not given)	108.8	113.8	91.6	104.4	100.7	103.7	103.1	85.5
CCOP(=S)(OCC)Oc1c(Cl)c(Cl)c(Cl)c(Cl)c1Cl	99.2	102.5	113.6	91.5	88.9	93.7	91.3	92.3
O=C1NC(=S)NC(=O)C1=Cc1ccco1	103.7	82.7	82.7	112.4	.	97.7	106.2	102.4
Cc1ccc(C(=O)Nc2ccc(CCN3CCN(CCCl)CC3)cc2)cc1Nc1ncnc2nc[nH]c12	65.9	91.6	94.0	100.4	97.4	100.6	.	55.6
O=C(CCl)Nc1ccccc1Cl	106.1	98.7	106.7	105.3	103.8	102.0	111.6	92.7
CC[C@@H](C)/C=C(C)/C=C/C(=O)c1c(O)c(-c2ccc(O)cc2)cn(O)c1=O	22.5	9.5*	9.3*	.	.	24.1	12.1	-25.0*
C#CC(/C=C/Cl)(CC)OC(N)=O (stereo not given)	105.5	107.1	96.6	100.1	100.3	103.5	98.6	106.8
CO[C@H]1[C@H](O[C@@H]2C[C@@H]3C/C=C/C(=O)O[C@@H](CO)C[C@H](O)[C@@H]4C[C@H](C)[C@H](C/C=C\C=C\[C@H](C)C[C@H](C2)O3)O4)O[C@@H](C)[C@H](O)[C@H]1O	28.1	58.7	65.8	43.8	85.2	64.3	25.4	-4.8*
CN(C)C1C(=O)C(C(N)=O)=C(O)C2(O)C(=O)C3=C(O)c4c(O)cccc4C(C)(O)C3C(O)C12 (stereo not given)	53.3	75.0	103.4	91.0	110.0	104.8	89.7	94.8
COC(=O)C[C@](O)(CCCC(C)C)C(=O)O[C@H]1C(OC)=C[C@@]23CCCN2CCc2cc4c(cc2[C@@H]13)OCO4	-20.7*	0.6*	21.3	1.4*	-24.8*	1.8*	3.6*	-27.4*
CCOP(=O)(OCC)OC(=C(Cl)Cl)c1cc(Cl)ccc1Cl	105.0	97.1	94.4	98.7	93.6	106.9	97.9	114.7

By substructure: those above with nitrogen in an aromatic ring
SMILES	RPMI-8226	CCRF-CEM	HOP-62	MOLT-4	SR	MDA-MB-435	K-562	MDA-MB-468
COc1ccc(C2=NN(C(C)=O)C(c3sc(N(CCCl)CCCl)nc3Cl)C2)cc1 (stereo not given)	.	90.4	80.7	67.0	80.2	92.1	73.7	91.2
COc1cc2cc(C(=O)N3C[C@@H](CCl)c4c3cc(OC(=O)N3CCN(C(=O)CCC(=O)N5CCN(C)CC5)[C@@H]5CSSC[C@@H]53)c3ccccc43)[nH]c2c(OC)c1OC	6.1*	25.2	-55.3*	0.4*	-12.9*	3.1*	-17.8*	-91.5*
O=c1[nH]c2ccccc2o1	98.5	93.0	101.2	93.9	81.0	106.0	91.6	81.8
Nc1nc(=S)nc(N)[nH]1	.	.	89.0	90.4	71.3	104.5	102.6	99.3
CCOC(=O)[C@@H](C)C[C@H](Cc1ccccc1)NC(=O)c1csc([C@@H](C[C@H](C(C)C)N(C)C(=O)[C@@H](NC(=O)[C@H]2C[C@H](O)CCN2C)C(C)C)OC(C)=O)n1	5.8*	4.7*	10.7	11.9	5.6*	-40.9*	6.8*	21.8
COc1ccc(OC)c(/C=C/C(=O)c2nc3ccccc3n2Cc2ccc(Br)cc2)c1	68.4	46.1	91.2	56.5	51.8	96.2	65.8	93.8
Cc1cccc(-c2nc3c(s2)CC[C@@]2(C)C3=CC[C@H]3[C@@H]4CC[C@H](O)[C@@]4(C)CC[C@@H]32)c1	29.7	73.5	92.2	69.2	63.3	88.9	47.7	88.5
N#Cc1cnccn1	98.5	.	99.7	108.6	.	100.3	119.4	107.4
O=c1c2ccccc2c2c3n1CC(O)CNC3CCC2 (stereo not given)	106.1	101.8	94.3	104.0	95.5	97.1	105.0	103.1
C/C(=C\c1ccn(-c2ccc(N)cc2F)n1)[C@@H]1C[C@@H]2O[C@]2(C)CCC[C@H](C)[C@H](O)[C@@H](C)C(=O)C(C)(C)[C@@H](O)CC(=O)O1	7.6*	12.9	36.4	10.6	13.8	-30.0*	11.8	8.6*
CC(CN(C)C)c1[nH]nc2ccccc12 (stereo not given)	102.4	100.7	107.7	100.4	116.0	109.7	104.2	94.1
CN1CCN(c2ncnc3cc[nH]c23)CC1	106.8	107.9	117.1	94.8	102.3	105.2	97.2	120.3
Cc1ccc(C(=O)Nc2ccc(CCN3CCN(CCCl)CC3)cc2)cc1Nc1ncnc2nc[nH]c12	65.9	91.6	94.0	100.4	97.4	100.6	.	55.6
CC[C@@H](C)/C=C(C)/C=C/C(=O)c1c(O)c(-c2ccc(O)cc2)cn(O)c1=O	22.5	9.5*	9.3*	.	.	24.1	12.1	-25.0*
